Assay outcomes (PubChem BioAssay)
Vif-A3G inh = qHTS for Inhibitors of Vif-A3G Interactions: qHTS; DNA dC->dU-editing enzyme APOBEC-3G (Homo sapiens), Q9HC16; Potency, µM (top dose mostly 46.1 µM), for the others: at the highest dose activity, negative = active, hits mostly inhibitors; AID 602310, 2012; HeLa A3G-eYFP + Vif (tagged APOBEC3G with the HIV-1 protein that degrades it), YFP fluorescence, overnight; 0.076% of 410,000 active;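 also: potency is read from the fitted curve at half-maximal effect; % is scaled to controls: 0 for no effect and ±100 for the full control effect; nearly all actives have a fitted effect of over 60% in size; hits raise eYFP signal because A3G escapes Vif-driven loss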
Target sequence (Q9HC16 whole entry, looked up): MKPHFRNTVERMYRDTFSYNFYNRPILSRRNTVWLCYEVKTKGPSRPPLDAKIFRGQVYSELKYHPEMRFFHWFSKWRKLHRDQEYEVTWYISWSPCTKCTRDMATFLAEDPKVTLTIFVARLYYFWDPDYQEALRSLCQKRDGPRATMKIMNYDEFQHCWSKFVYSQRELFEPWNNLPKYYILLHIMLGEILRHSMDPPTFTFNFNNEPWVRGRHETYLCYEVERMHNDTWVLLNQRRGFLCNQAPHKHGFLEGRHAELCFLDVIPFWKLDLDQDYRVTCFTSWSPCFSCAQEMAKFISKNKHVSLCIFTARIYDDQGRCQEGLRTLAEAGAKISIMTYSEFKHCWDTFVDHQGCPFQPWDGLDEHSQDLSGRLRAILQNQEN
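Read-out is eYFP fluorescence (Ex 488/Em 500-530) from Vif-expressing HeLa A3G-eYFP cells; more signal means A3G escaped Vif-mediated degradation. Cells plated overnight, compound pinned in, incubated overnight at 37 deg C.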
RXFP1 ag = qHTS Assay for Agonists of the Relaxin Receptor RXFP1. Relaxin receptor 1 (Homo sapiens), Q9HBX9. HEK293T-RXFP1 cAMP TR-FRET, 30 min; response scale: percent of porcine relaxin response, buffer zero. Potency, µM (titrated, usually from 57.5 µM), without a hit: top-dose activation, most hits filed as activators. 0.3% of 370,000 active. AID 2676, 2010; also: potency is read from the fitted curve at half-maximal effect; % is scaled to controls: 0 for no effect and ±100 for the full control effect; nearly all actives have a fitted effect of over 60% in size; many of its hits are not listed in these tables
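HEK293 cells stably expressing RXFP1, treated 30 min at 37C with compounds plus PDE4 inhibitor Ro 20174; cAMP measured by HTRF TR-FRET. Normalized to buffer and 29 nM porcine relaxin; EC50 by Hill fit.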
D1 ag = Allosteric Agonists of the Human D1 Dopamine Receptor: qHTS; D(1A) dopamine receptor (Homo sapiens), P21728; HEK293 T-REx D1 cells, calcium flux, agonist mode; activation, % at 2 µM; 1% of 360,000 active; AID 504660, 2011; in the data active = activation above about 30%; also: 0% is about no effect
Target sequence (P21728 whole entry, looked up): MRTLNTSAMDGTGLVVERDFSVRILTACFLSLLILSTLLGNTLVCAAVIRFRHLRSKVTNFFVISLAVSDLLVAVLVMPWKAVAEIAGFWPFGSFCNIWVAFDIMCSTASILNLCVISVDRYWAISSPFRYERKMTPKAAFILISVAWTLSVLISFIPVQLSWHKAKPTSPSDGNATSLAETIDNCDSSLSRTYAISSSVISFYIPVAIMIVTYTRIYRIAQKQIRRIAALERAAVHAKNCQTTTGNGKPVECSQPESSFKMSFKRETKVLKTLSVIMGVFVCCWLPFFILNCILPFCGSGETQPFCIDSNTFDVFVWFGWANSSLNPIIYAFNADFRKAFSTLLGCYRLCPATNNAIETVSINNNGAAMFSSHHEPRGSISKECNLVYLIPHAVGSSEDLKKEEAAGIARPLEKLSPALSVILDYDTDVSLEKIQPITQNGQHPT
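Agonism was scored from calcium flux recorded over 180 s (1 read/s) after pintool compound addition, following a 10-cycle baseline. Cells were inducible force-coupled HEK293 TREx D1, plated overnight at 30 C and loaded with no-wash calcium dye.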
D2 potentiator = HTS Assay for Positive Allosteric Modulators of the Human D2 Dopamine Receptor: Primary Screen for Potentiators | 0.34% of 340,000 active | HEK293 T-REx D2, calcium flux, EC20 dopamine potentiation | potentiation, % at 10 µM;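 active = potentiation over 3 SD above the plate norm, cut at about 30% in these data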; also: 0% is about no effect
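Calcium flux readout, no-wash dye, 1 read/s. Inducible HEK293 Trex D2 line, overnight 30 C. Compound alone 180 s (agonist flags), then EC20 dopamine, another 180 s to score potentiation.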
Vif-A3F inh = qHTS for Inhibitors of Vif-A3F Interactions: qHTS. 0.2% of 390,000 active. HeLa A3F-eYFP + Vif (tagged APOBEC3F with the HIV-1 protein that degrades it), YFP fluorescence increase. Potency, µM (series often up to 46.1 µM), inactives show at the top dose activity, negative = active; also: potency is read from the fitted curve at half-maximal effect; % of control where 0% means no effect; nearly all actives have a fitted effect of over 65% in size
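HeLa cells stably expressing Vif plus C-terminally eYFP-tagged A3F were seeded, incubated overnight at 37 deg C, dosed with compound, incubated overnight again at 37 deg C. Yellow fluorescence (Ex 488/Em 500-530) reported blocked Vif-mediated A3F-eYFP degradation.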
GRP78 ERSR act = qHTS for Inducers of the Endoplasmic Reticulum Stress Response (ERSR) in Human Glioma: qHTS. U87-MG GRP78 promoter luciferase reporter, 16 h. Potency, µM, inactives show at the top dose activation, most hits filed as activators. 0.02% of 420,000 active; also: potency is read from the fitted curve at half-maximal effect; series mostly up to about 76 µM; % of control where 0% means no effect; nearly all actives have a fitted effect of over 35% in size
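Stably transfected U87-MG human glioma cells carrying a GRP78-based luminescent sensor were seeded at 1000 cells/well, pin-dosed with compounds and incubated 16 h. Luciferase reagent was then added, and end-point luminescence was read after 10 min at room temperature.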
RXFP1 antag = qHTS Assay for Antagonists of the Relaxin Receptor RXFP1 | Relaxin receptor 1 (Homo sapiens), Q9HBX9 | HEK293-RXFP1, relaxin-stimulated cAMP HTRF, 30 min; stronger effect = lower value | activity change, negative = inhibition, % at 57.5 µM | 0.59% of 350,000 active | AID 1259400, 2018;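 active = activity change of -60% or lower, but not beyond a set lower limit; inconclusive = change between -60% and -40%, or beyond the set limit; inactive = change above -40%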; also: % is scaled to controls: 0 for no effect and ±100 for the full control effect
D1 potentiator = Potentiators of Human D1 Dopamine Receptor: qHTS; D(1A) dopamine receptor (Homo sapiens), P21728; HEK293 TREx D1 cells, calcium flux, dopamine EC20 potentiation; potentiation, % at 10 µM; 0.036% of 360,000 active; in the data active = potentiation above about 30%; also: 0% is about no effect
D1 antagonist = Antagonist of Human D 1 Dopamine Receptor: qHTS; D(1A) dopamine receptor (Homo sapiens), P21728; 3.2% of 360,000 active; AID 504652, 2011; activity change, negative = inhibition, % at 10 µM; HEK293 TREx D1 cells, calcium flux, dopamine EC80; stronger effect = lower value; in the data active = activity change below about -30%; also: % is scaled to controls: 0 for no effect and ±100 for the full control effect
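Calcium flux readout: force-coupled, inducible Hek293 Trex D1 line, cells induced overnight at 30 C with tetracycline, dye-loaded 30–90 min at RT. Antagonism scored against EC80 dopamine challenge given 180 s after compound.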
Numbers without * were called inactive; ? = inconclusive; nt = no result given; & = joins results of further samples; ! = a repeat was not active. Unless noted, calls follow the shape of the dose curve; as a rule, active = well fitted curve in the direction sought with a large enough effect; inconclusive = small, poorly fitted or top-dose-only effect, or another doubt; inactive = no such curve, though single readings can be large; an effect the other way counts as inactive or inconclusive. These rows are one share of the data, so the mix of outcomes need not match the whole.

Order of results: Vif-A3G inh	RXFP1 ag	D1 ag	D2 potentiator	Vif-A3F inh	GRP78 ERSR act	RXFP1 antag	D1 potentiator	D1 antagonist
- Cc1cc(C)cc(N=c2c([N+](=O)[O-])nn(-c3ccc(Cl)cc3)n2O)c1
    5%	2.6%	0	2	12%	-5%	-25	-1	1
- CC(=O)c1ccc(OC(C)C(=O)NC2CCCCC2C)cc1 (configuration not stated)
    -7%	1.4%	6	4	-6%	-1%	2	nt	6
- COc1ccc(C(C(=O)NC2CCCC2)N(C(=O)c2ccco2)c2cccc(C(C)=O)c2)cc1OC (configuration not stated)
    -6%	1.0%	2	-3	-14%	-5%	-4	0	4
- CN(C(=O)c1ccco1)c1nnc(C23CC4CC(CC(C4)C2)C3)s1
    2%	2.5%	6	-3	4%	-1%	-8	3	31
- CC1=CC(=O)Nc2ccccc2S1
    -20%	nt	nt	nt	?	3%	-1	nt	nt
- O=C(Nc1c(Cl)ccc2nsnc12)c1ccc([N+](=O)[O-])o1
    ?	-1.1%	2	6	-3%	-17%	6	6	-3
- CSc1ccc(S(=O)(=O)NC2CCCCC2)cc1
    -3%	-0.7%	-2	-8	-4%	-4%	34	-1	nt
- CCOC(=O)C1=CN(Cc2ccc(OC)cc2)C=C(C(=O)OCC)C1c1cccs1
    -7%	1.0%	16	-1	11%	0%	-13	1	-3
- Cc1ccc(Cl)cc1NC(=O)C1CCN(C(=O)c2cnn(-c3ccccc3)c2-n2cccc2)CC1
    4%	-0.6%	2	-12	-5%	-2%	nt	0	14
- CCOP(=O)(c1ccc(N(C)C)cc1)C(O)c1ccc(OC)cc1 (configuration not stated)
    7%	0.0%	1	11	-6%	-5%	-13	-1	5
- Cc1cc(C(=O)COc2nncc3ccccc23)c(C)n1C
    -3%	1.1%	2	-7	-33%	1%	-26	-1	-4
- COc1ccc(-c2ccc3[nH]c4c(c3c2)CCN2C[C@@H]([C@H](C)O)[C@@H](N(C)C(=O)Nc3cc(Cl)cc(Cl)c3)C[C@@H]42)cc1
    -32%	nt	nt	nt	-9%	-10%	-22	nt	nt
- CC(=O)c1cccc(NC(=O)c2c(-c3c(F)cccc3Cl)noc2C)c1
    -1%	0.4%	13	10	-2%	-1%	0	nt	-7
- Cc1ccsc1C(=O)NC(C)c1ccc2c(c1)OCO2 (configuration not stated)
    -2%	1.5%	-3	15	-6%	0%	3	-9	13
- Cc1ccc(-c2c[n+](CC(=O)Nc3nc(-c4ccc(F)cc4)cs3)c3n2CCC3)cc1
    0%	-0.4%	1	-23	0%	-6%	15	-4	-14
- C/C(=N\Nc1ncc(Cl)cc1Cl)c1cccs1
    nt	-0.8%	-3	-1	nt	nt	nt	-3	0
- Cc1cc(C)c(S(=O)(=O)N2CCN(C(=O)c3cc4ccccc4oc3=O)CC2)c(C)c1
    0%	-1.2%	15	-3	3%	-5%	5	nt	18
- O=S(=O)(/N=C(/Nc1nccs1)c1ccc(F)cc1)c1ccccc1
    -1%	nt	nt	nt	5%	-3%	0	nt	nt
- CC12CCCc3c(O)cc(=O)n(c31)-c1ccccc12 (configuration not stated)
    -1%	2.2%	5	11	-14%	-4%	nt	2	2
- C(/CCc1ccccc1)=N\Nc1nc2ccccc2[nH]1
    -2%	0.2%	-1	-4	-4%	-3%	-2	-3	13
- COc1ccc(NC(=O)NCCN2CCN(c3ccc(C)cc3)CC2)c(Cl)c1
    3%	0.4%	5	-2	5%	-3%	6	-3	11
- CCOc1cc(/C=N\NC(=O)c2ccc(NC(=O)C(C)(C)C)cc2)ccc1OC(=O)c1cccc(C)c1
    0%	0.7%	4	11	nt	1%	-11	-6	6
- CCc1nnc(NC(=O)c2oc3ccccc3c2COC(C)C)s1
    0%	nt	nt	nt	12%	-4%	-3	nt	nt
- COc1ccc(C)cc1NC(=O)CCS(=O)(=O)c1cc2c3c(c1)CCN3C(=O)CC2
    0%	-1.1%	1	0	-7%	-3%	nt	3	-13
- Cc1ccccc1NC(=O)c1ccc(Cl)c(NC(=O)c2ccncc2)c1
    -4%	0.8%	3	-4	5%	-2%	3	-3	-1
- CCC(C)NC(=O)COc1ccccc1[N+](=O)[O-] (configuration not stated)
    -6%	-1.1%	4	-5	0%	0%	-2	-4	4
- Cc1ccc(C(=O)NC(=S)NNC(=O)c2cccc([N+](=O)[O-])c2)cc1
    -2%	0.0%	50*	2	-1%	0%	2	0	-3
- CC(=O)N1CCN=C1SCc1ccc(C)cc1
    2%	0.1%	-2	-10	2%	2%	nt	-8	17
- CCOc1ccc2nc(CN3CCN(Cc4ccccc4OCC)C(CCO)C3)ccc2c1 (configuration not stated)
    -1%	-4.3%	1	4	1%	-5%	-15	-10	-2
- CCN(CC)c1ccc(S(=O)(=O)N2CCOCC2)cc1NC(=O)COC(=O)C1=COCCO1
    1%	nt	nt	nt	5%	-1%	-3	nt	nt

Order of results: Vif-A3G inh	RXFP1 ag	D1 ag	D2 potentiator	Vif-A3F inh	GRP78 ERSR act	RXFP1 antag	D1 potentiator	D1 antagonist
- Cc1cc(Cl)cc(C)c1OCCCCN1CCOCC1
    1%	-1.0%	2	-7	0%	-5%	2	-8	-15
- Cc1cccc(C)c1N1C(=O)CC(N2CCSCC2)C1=O (configuration not stated)
    0%	-2.5%	8	nt	-16%	-6%	2	-1	4
- Cc1c(NC(=O)COc2c(F)c(F)c(F)c(F)c2F)c(=O)n(-c2ccccc2)n1C
    -7%	-0.7%	3	14	-6%	2%	8	1	1
- CN(C(=O)CCc1nc2ccccc2s1)c1ccccc1
    -10%	-0.4%	4	-5	0%	3%	3	0	-24
- CCc1cccc(NC(=O)c2ccc3c(=O)n4c(nc3c2)CCCCC4)c1
    0%	5.4%	3	-1	0%	7%	-4	-6	-20
- COCCCNC(=S)N1CCCN(c2nc3c(C)c(C)ccc3cc2C#N)CC1
    3%	0.3%	-1	14	5%	-3%	4	-3	-42*
- Cc1occc1-c1nnc(SCC(=O)NC2CC2)n1C(C)C
    3%	0.8%	0	-4	4%	-2%	10	-8	4
- COc1ccc(N2CCN(S(=O)(=O)c3ccc4c(c3)CC(C)N4C(C)=O)CC2)cc1 (configuration not stated)
    7%	1.1%	4	-10	-2%	-1%	-9	0	0
- Nc1ccccc1-c1nnc(SCc2ccccc2Cl)[nH]c1=O
    -1%	2.9%	-1	10	-12%	3%	10	-2	12
- O=C(CCN1C(=O)COc2ccccc21)NCc1cccnc1
    0%	-0.1%	0	-10	-4%	1%	-1	6	-4
- Nc1nc(-c2cccs2)cs1
    -4%	0.0%	1	-1	-4%	1%	-12	1	-7
- CCOc1cccc2sc(N(Cc3cccnc3)C(=O)C3CCCCC3)nc12
    -2%	1.7%	3	0	0%	-3%	?	4	nt
- O=C(O)c1cnn2c(-c3ccccc3)ccnc12
    0%	0.4%	5	-8	2%	-6%	13	-2	-14
- COc1ccc(C2=CC(=O)C[C@H](c3ccc(OC)c(OC)c3)C2)cc1
    1%	1.6%	2	14	-3%	-5%	nt	-6	nt
- O=C(Nc1ccc(NC(=O)C2CC2)cc1)c1cccs1
    -7%	-0.6%	0	12	3%	-2%	-2	0	0
- COC(=O)N1C(=O)[C@](c2ccccc2)(C2CCCC2)N1C(=O)OC
    -10%	0.4%	2	1	1%	-5%	nt	-9	7
- O=C(CN1C(=O)NC2(CCCC2)C1=O)NNC(=O)c1ccc(Br)cc1
    -3%	-0.4%	2	-7	5%	-4%	1	0	-10
- CC(C)c1ccc(NC(=O)CS(=O)(=O)c2cccc3nsnc23)cc1
    -5%	2.9%	2	-11	-7%	-5%	nt	-5	2
- COc1ccc(OC)c(S(=O)(=O)N(C)CC(=O)N2CCOCC2)c1
    0%	1.1%	19	14	2%	3%	-1	4	-6
- COc1ccc(C(=O)Nc2ccc(N3CCN(c4ccccc4)CC3)c(C(=O)O)c2)cc1
    3%	4.8%	3	4	-1%	1%	-6	2	7
- Cc1ccc2oc(-c3cccc(NC(=O)c4cccc5c(Br)cccc45)c3)nc2c1
    2%	2.4%	3	-13	2%	1%	4	1	-7
- CC1=C(C#N)C(c2ccc(O)cc2)C(C#N)=C(C)N1
    1%	6.0%	1	0	5%	-5%	-7	-1	-11
- O=C(CSc1nnnn1-c1ccc(F)cc1)Nc1ccccc1F
    -2%	1.3%	2	2	1%	-3%	3	-8	-17
- CCOc1ccccc1OCC(=O)OCC(=O)NNC(=O)c1ccc([N+](=O)[O-])cc1
    0%	0.5%	6	7	1%	-5%	-6	-3	-16
- Cc1nn(Cc2ccc(Cl)c(Cl)c2)c(C)c1NC(=O)c1cc(CC(C)C)on1
    -11%	-0.1%	1	1	1%	-4%	nt	7	3
- O=C(Nc1nnc(S(=O)(=O)N2CCCCCC2)s1)c1ccccc1Cl
    1%&-1%	14%&-2.1%	8&16	4	1%&0%	0%&4%	-10	-7&-4	-41*!
- Cn1nnnc1SCCNCc1ccccc1Cl
    3%	-2.2%	0	-8	0%	0%	nt	-4	-18
- CCCCc1ncc(CN2CCC(n3nccc3NC(=O)c3ccccc3OC)CC2)[nH]1
    2%	0.5%	2	-5	2%	4%	-15	1	3
- CCOc1ccc(S(=O)(=O)c2c(C(=O)c3ccc(C)c(C)c3)cnc3ccccc23)cc1
    -7%	-0.2%	4	4	1%	-5%	5	-2	-11
- O=[N+]([O-])c1c(NCCO)cc(N2CCCCC2)c2nonc12
    1%	4.8%	1	5	1%	-2%	-8	-3	0
